ERAP1 HTS inh: human ERAP1 aminopeptidase inhibitors, primary screen, biochemical, single point, plate reader; recombinant ERAP1, Leu-AMC fluorescence, 60 min; inhibition, % at 10.7 µM; AID 652197, 2013; actives 0.15% (n = 340,000);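 active = mean replicate inhibition of at least 30%, or all replicates individually reaching that 30% level; inactive = mean below 30% and not every replicate reaching it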;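 note: 0% = neutral control wells and 100% = L-leucinethiol positive control wells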
RAD52 inh: RAD52 DNA annealing inhibitors, primary screen, biochemical, FRET, single point, set 2; DNA repair protein RAD52 homolog (Homo sapiens), P43351; recombinant RAD52 DNA annealing, FRET fluorescence; inhibition, % at 18.7 µM; actives 0.46% (n = 360,000);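 active = every replicate showing at least 50% inhibition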
Cneo AK release: Cryptococcus neoformans cell lysis inducers, primary screen, AK release luminescence, single concentration; actives 0.2% (n = 360,000); lysis activity, % at 15 µM; C. neoformans lysis, adenylate kinase release luminescence, 4 h; normalised: neutral wells 0, clomiphene wells 100; AID 651654, 2012;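 active = mean lysis activity across replicates of at least 80%, whatever share of replicates individually reach that level; inactive = mean lysis activity below 80%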
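Test system: log-phase Cryptococcus neoformans yeast cells. Input: 5 × 10^6 yeast cells/mL. Medium: fresh YPD growth medium. Doses: single dose. Incubation: static 4 h at 37 °C with compound, 1 h detection. Measured by: luminescent adenylate kinase detection reagent. Read-out: signal increase indicating cell lysis. Benchmarks: Clomiphene.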
PGC1a acetyl inh: inhibitors of PGC1a acetylation signal, primary screen, cell-based, U2OS, AlphaScreen, inhibitor mode; inhibition, % at 15.6 µM; AlphaScreen anti-acetyl-lysine; with virally co-expressed GCN5 acetyltransferase; actives 0.17% (n = 350,000); AID 651687, 2012;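 active = every replicate shows inhibition of at least 40%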;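 note: 0% = neutral control wells and 100% = positive control wells; some results beyond the cut were filed as inactive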
PglD DTNB: C. jejuni PglD acetyltransferase inhibitors, primary screen, biochemical, DTNB colorimetric, single point | purified PglD enzyme, DTNB colorimetric CoA detection | AID 602405, 2012 | inhibition, % at 12.5 µM | UDP-N-acetylbacillosamine N-acetyltransferase PglD (Campylobacter jejuni) | actives 0.098% (n = 360,000); in the data active = inhibition above about 16%, passing the limit was not always enough; note: strong numbers were not always called active
miR-122 sensor: miR-122 Renilla sensor signal increase in Huh7, primary screen, miR-122 inhibitor project, cell-based, single point, plate reader; Huh7 miR-122 Renilla luciferase sensor, 48 h; neutral wells = 0, positive control = 100; activation (reporter increase), % at 12.5 µM; actives 0.3% (n = 340,000);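 active = mean replicate activation score at least 90 and every replicate individually at or above 90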;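 note: higher luciferase means less miR-122 activity so hits act as miR-122 inhibitors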
RAD54 branch: inhibitors of human RAD54 branch migration, primary screen, biochemical, fluorescence, single point | actives 0.14% (n = 360,000) | RAD54 Holliday junction branch migration, FAM/BHQ fluorescence | inhibition, % at 10.4 µM;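 active = mean normalized replicate activity at least 40 and at least half of replicates scoring 40 or more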;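 note: 0% = median of neutral control wells and 100% = median of positive control wells; inhibitors cause a drop in the FAM fluorescence signal; in these data hits start at about 50%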
Target sequence (Q92698 whole entry, looked up): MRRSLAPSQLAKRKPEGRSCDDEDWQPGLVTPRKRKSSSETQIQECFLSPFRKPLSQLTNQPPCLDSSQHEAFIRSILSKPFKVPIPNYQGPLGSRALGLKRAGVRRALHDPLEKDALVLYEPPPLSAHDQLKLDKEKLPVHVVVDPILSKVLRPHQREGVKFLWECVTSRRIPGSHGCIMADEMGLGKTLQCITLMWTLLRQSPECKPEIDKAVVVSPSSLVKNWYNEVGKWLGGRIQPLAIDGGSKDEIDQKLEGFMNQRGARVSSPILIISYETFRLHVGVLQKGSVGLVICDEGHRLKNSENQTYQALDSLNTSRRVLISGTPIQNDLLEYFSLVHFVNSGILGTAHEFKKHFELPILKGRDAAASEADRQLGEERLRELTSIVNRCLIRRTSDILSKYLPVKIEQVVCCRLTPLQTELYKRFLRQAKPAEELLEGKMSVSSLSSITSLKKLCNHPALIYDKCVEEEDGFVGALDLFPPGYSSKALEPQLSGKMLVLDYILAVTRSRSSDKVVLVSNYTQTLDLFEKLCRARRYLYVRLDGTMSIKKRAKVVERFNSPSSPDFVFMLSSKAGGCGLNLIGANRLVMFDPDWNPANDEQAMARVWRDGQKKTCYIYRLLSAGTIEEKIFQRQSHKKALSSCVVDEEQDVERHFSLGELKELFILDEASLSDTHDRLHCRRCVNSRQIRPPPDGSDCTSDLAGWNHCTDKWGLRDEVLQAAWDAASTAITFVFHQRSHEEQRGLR
E-selectin induc: E-selectin induction in HUVECs, primary screen, imaging, HUVEC, immunofluorescence imaging, single point. normalized: neutral wells 0, TNF-alpha wells 100. activation, % at 7.58 µM. actives 0.37% (n = 260,000);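 active = mean E-selectin-positive cell signal at least 10% of the positive control, reached in at least 60% of replicates, without over 20% cell loss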;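 note: in these data hits start at about 27%; measured in HUVEC primary endothelial cells; signal is the percent of cells scored E-selectin positive by PE staining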
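System: HUVEC, human umbilical vein endothelial cells; quantity: 3,000 cells/well; buffer or medium: EGM-2 medium, gelatin-coated wells; dosing: single-point compound dose; detection: immunofluorescence imaging; evaluation: % PE-positive cells; benchmarks: TNF-alpha, DMSO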
Numbers without * were called inactive; nt = no result given; & = joins results of further samples; [ ] = another dose, or the depositor's remark.

#1 C=C(C)C(=O)N1CC2(CC(c3cccc(NC(=O)CC(c4ccccc4)c4ccccc4)c3)=NO2)C[C@H]1C(N)=O (some centres not stated)
#2 COc1cccc(-c2cc3nc(NCc4ccc(C)cc4C)n(C)c(=O)c3s2)c1
#3 CCCC#Cc1ccc2c(c1)O[C@H](CN(C)C(=O)COC)[C@H](C)CN([C@H](C)CO)S2(=O)=O
#4 CN1[C@@H]2Cn3c(ccc(-c4cccc(F)c4)c3=O)[C@H]1[C@@H](C(=O)N1CCCCC1)[C@@H]2CO
#5 CC1(C)ON=C(c2ccc(C(F)(F)F)cc2)NC1=O
#6 CCC(C)c1ccc(C(C)NC(=S)NCc2ccc(F)cc2)cc1 (configuration not stated)
#7 CCC(CC)NC(=O)c1ccc2c(c1)OCCO2
#8 O=C(Nc1ccc(Br)cc1F)c1ccc2c(c1)N(Cc1ccccc1)C(=O)CS2=O (configuration not stated)
#9 O=C(Nc1ccc(Br)cc1)c1cccc(N2C(=O)C3C4CCC(C4)C3C2=O)c1 (configuration not stated)
#10 C[C@H](CO)N1C[C@H](C)[C@@H](CN(C)C(=O)Cc2cccnc2)Oc2ncc(C#CCc3ccccc3)cc2C1=O

compound no.,1,2,3,4,5,6,7,8,9,10
RAD52 inh,-23,3,4,-9,-21,-23,nt,-23,nt,10&8
Cneo AK release,-1,-1,1,3,-1,16,0,1,2,3
E-selectin induc,17,nt,0.1,0.3,nt,0.2,nt,nt,nt,9.3
miR-122 sensor,-2,4,-29[16.7 µM],-6[16.7 µM],nt,-8,-6,-11,9,13[16.7 µM]
PGC1a acetyl inh,nt,0,-4,nt,nt,nt,6,0,-12,-3
RAD54 branch,1,9,8,-9,-4,0,7,3,-5,12
PglD DTNB,2,-1,4,0,0,1,2,-3,-13,7
ERAP1 HTS inh,-3,-1,1,-1,nt,-3,nt,-2,nt,5

Next part, starting with the last two of the part before.
#9 O=C(Nc1ccc(Br)cc1)c1cccc(N2C(=O)C3C4CCC(C4)C3C2=O)c1 (configuration not stated)
#10 C[C@H](CO)N1C[C@H](C)[C@@H](CN(C)C(=O)Cc2cccnc2)Oc2ncc(C#CCc3ccccc3)cc2C1=O
#11 Cn1c(N2C(=O)CC(Cc3ccccc3)C2=O)nc2ccccc21 (configuration not stated)
#12 O=C(CN1C(=O)c2cccc3cccc1c23)NCc1cccnc1
#13 Cc1noc(C)c1NC(=O)N(C)C[C@@H]1Oc2c(NC(=O)c3ccc(-c4nccs4)cc3)cccc2C(=O)N([C@@H](C)CO)C[C@H]1C
#14 CNC[C@H]1Oc2ccc(NC(=O)C3CC3)cc2C(=O)N([C@@H](C)CO)C[C@@H]1C
#15 CN1CCN(S(=O)(=O)c2cccc(C(=O)N(Cc3ccccc3)c3ccccc3)c2)CC1
#16 CCNC(=O)C1CC(=O)OC12CCCCC2 (configuration not stated)
#17 CN(C[C@@H]1[C@@H](c2ccccc2)[C@H](CO)N1CC1CC1)C(=O)c1ccccc1
#18 Cc1nc(C(F)(F)F)ccc1C(=O)N1CCC1(C)C(=O)NS(=O)(=O)c1ccc(F)cc1F (configuration not stated)
#19 Cc1c(C)c2ccc(OCC(=O)N3CCN(c4ccccc4)CC3)cc2oc1=O
#20 CCOC(=O)c1c(C)[nH]c(C(=O)COC(=O)[C@H](C)N2C(=O)C3CCCCC3C2=O)c1C (some centres not stated)

compound no.,9,10,11,12,13,14,15,16,17,18,19,20
RAD52 inh,nt,10&8,nt,nt,17,-5,5,nt,-7,-12,nt,-24
Cneo AK release,2,3,-4,0,-2,2,0,-2,0,-1,1,0
E-selectin induc,nt,9.3,nt,nt,nt,-0.2,-0.5,nt,0.2,0.0,nt,0.4
miR-122 sensor,9,13[16.7 µM],-3,0,0[16.7 µM],1[16.7 µM],34,1,-5[16.7 µM],-3,1,-3
PGC1a acetyl inh,-12,-3,-5,2,7,-13,-9,-13,9,2,-4,-8
RAD54 branch,-5,12,-2,-11,-28,4,3,1,0,21,9,-5
PglD DTNB,-13,7,-2,-9,-2,-1,0,6,2,1,4,1
ERAP1 HTS inh,nt,5,nt,nt,-1,0,2,nt,1,-6,nt,3

Profiles as entered above:
`O=C(CN1C(=O)c2cccc3cccc1c23)NCc1cccnc1` is listed as RAD52 inh = nt; Cneo AK release = 0; E-selectin induc = nt; miR-122 sensor = 0; PGC1a acetyl inh = 2; RAD54 branch = -11; PglD DTNB = -9; ERAP1 HTS inh = nt
`CCNC(=O)C1CC(=O)OC12CCCCC2` (configuration not stated) is listed as RAD52 inh = nt; Cneo AK release = -2; E-selectin induc = nt; miR-122 sensor = 1; PGC1a acetyl inh = -13; RAD54 branch = 1; PglD DTNB = 6; ERAP1 HTS inh = nt

Other results follow.
#21 O=C(CNS(=O)(=O)c1cccc(C(F)(F)F)c1)Nc1ccccc1F
#22 O=C(NCCCn1ccnc1)C(=O)NCc1ccc(Cl)cc1
#23 Cc1cc(C(=O)COC(=O)Cc2n[nH]c(=O)c3ccccc23)c(C)n1CC(F)(F)F
#24 O=C(c1ccc(-c2ccccc2)cc1)N1CCCC1
#25 Cc1ccc(NC(=O)CCN2C(=O)C3CCCCC3C2=O)c(O)c1 (configuration not stated)
#26 CC1(C)CC(=O)C(C=Nc2ccncc2)=C(O)C1
#27 C[C@@H](NC(=O)C[C@@H]1C=C[C@H](NS(=O)(=O)c2cccc(F)c2)[C@H](CO)O1)c1ccccc1
#28 O=C1CCC(C(=O)OCC(=O)c2ccccc2)N1 (configuration not stated)
#29 COc1ccc(NC(=O)COC(=O)c2cc(C)oc2C)cc1OC
#30 C/C=C/c1ccc([C@H]2[C@@H](CO)N(c3nc(-c4ccccc4)cs3)[C@H]2C#N)cc1

compound no.,21,22,23,24,25,26,27,28,29,30
RAD52 inh,nt,nt,-6,nt,-6,nt,3,-24,1,-11
Cneo AK release,1,1,0,-4,nt,-3,-6,0,-1,0
E-selectin induc,nt,nt,nt,nt,-1.4,nt,0.1,nt,nt,0.4
miR-122 sensor,5,7,-1,2,4,-5,nt,8,nt,nt
PGC1a acetyl inh,4,6,nt,-19,2,3,0,nt,nt,-6
RAD54 branch,-5,-1,-3,4,nt,-2,-6,3,-7,11
PglD DTNB,0,5,-5,-1,nt,-1,-1,0,-2,0
ERAP1 HTS inh,nt,nt,6,nt,-7,nt,4,0,4,-1

#31 Cc1noc(C)c1NC(=O)Nc1ccc2c(c1)C(=O)N([C@@H](C)CO)C[C@H](C)[C@H](CN(C)Cc1ccccc1)O2
#32 O=C(O)CSC1c2ccccc2C(=O)N1c1ccccc1 (configuration not stated)
#33 Cc1cc(C(=O)NNC(=S)Nc2cccc(C(F)(F)F)c2)nn1C
#34 O=C(CCC(=O)OC(C(=O)c1ccccc1)c1ccccc1)Nc1ccccc1 (configuration not stated)
#35 COc1ccccc1C(=O)N1CCN(C(=O)c2ccncc2)CC1
#36 CN(C)c1ccc(-c2csc(C(O)c3ccc(F)c(F)c3)n2)cc1 (configuration not stated)
#37 C[C@@H]1CN([C@H](C)CO)C(=O)c2cc(NC(=O)Nc3cccc4ccccc34)ccc2O[C@H]1CN(C)Cc1ccc(C(=O)O)cc1
#38 Cc1onc(-c2c(F)cccc2Cl)c1C(=O)Nc1ccc(Cl)c(S(=O)(=O)N(C)C)c1
#39 C[C@H](CO)N1C[C@H](C)[C@H](CN(C)Cc2ccc(Cl)c(Cl)c2)Oc2ccc(NC(=O)Cn3cnnn3)cc2C1=O
#40 CC(C)Cn1c(=O)c(C(=O)NCc2ccccn2)c(O)c2ccccc21

compound no.,31,32,33,34,35,36,37,38,39,40
RAD52 inh,8,nt,-6,nt,nt,-9,-10,-25,2,nt
Cneo AK release,-1,1,0,0,3,2,0,nt,9,1
E-selectin induc,-0.1,nt,nt,nt,nt,-0.2,-5.7,-1.5,nt,nt
miR-122 sensor,-3[16.7 µM],-1,-6,-21,1,5,-5[16.7 µM],nt,2[16.7 µM],3
PGC1a acetyl inh,nt,-9,-10,2,4,nt,5,-4,-11,-5
RAD54 branch,-8,2,-1,5,-3,-7,14,nt,-9,-2
PglD DTNB,-2,3,-1,-4,2,6,2,nt,-3,-2
ERAP1 HTS inh,1,nt,0,nt,nt,10,0,1,0,nt

#41 CN(C)c1ccc2c(c1)[C@@H]1C[C@H](CC(=O)N3CCc4ccccc4C3)O[C@H](CO)[C@@H]1O2
#42 Cc1ccccc1N1C(=O)C(Oc2ccc(Cl)cc2)C1CNC(C)(C)C (configuration not stated)
#43 Cc1cccc(CNC(=O)CCc2nnc(C3CCCCC3)o2)c1
#44 O=C(CSc1nnc(NC(=O)C2CC(=O)N(c3ccc(F)cc3)C2)s1)NCC1CCCO1 (configuration not stated)
#45 O=C(CCN1C(=O)/C(=C/c2ccc(F)cc2)SC1=S)NCCc1cnc[nH]1
#46 C[C@@H]1CN([C@@H](C)CO)C(=O)c2cccc(NS(=O)(=O)c3cccs3)c2O[C@@H]1CN(C)CC1CCCCC1
#47 COc1cccc(NS(=O)(=O)c2ccc(Br)s2)c1
#48 C[C@@H]1CN([C@H](C)CO)C(=O)c2cc(Br)cnc2O[C@@H]1CN(C)S(=O)(=O)c1ccc(F)cc1
#49 CCOC(=O)CN1C(=O)N[C@@H](CCc2ccccc2)[C@@H](C(=O)OC)[C@H]1C
#50 COc1ccccc1-c1nnc(SCC(=O)Nc2nc(-c3ccccc3)cs2)n1C

compound no.,41,42,43,44,45,46,47,48,49,50
RAD52 inh,-26,4,7,-12,-12,-11,nt,21,7,nt
Cneo AK release,12,-5,-1,2,2,3,0,4,0,0
E-selectin induc,0.2,nt,nt,0.2,nt,nt,nt,-0.1,0.1,nt
miR-122 sensor,-9[16.7 µM],-1,-2,1,-8,7[16.7 µM],218*,6[16.7 µM],-5,-3
PGC1a acetyl inh,1,nt,nt,-1,6,nt,-7,-5,-4,-14
RAD54 branch,13,4,-3,-1,-2,3,-5,-3,5,3
PglD DTNB,-1,-5,6,-2,-2,0,nt,1,-3,0
ERAP1 HTS inh,1,8,-3,0,4,1,nt,-2,-2,nt

#51 O=C(NC1CC1)C(Cl)c1ccccc1 (configuration not stated)
#52 CC(=O)N(C)c1ccc(N2CCOCC2)c2c1C(=O)c1ccccc1C2=O
#53 C[C@@H]1CN([C@@H](C)CO)C(=O)c2cccc(NC(=O)Nc3ccc(F)cc3)c2O[C@H]1CN(C)C(=O)Nc1ccc(F)cc1
#54 COc1ccc(OC)c(NC(=O)CCCN2C(=O)C3C4C=CC(C4)C3C2=O)c1 (configuration not stated)
#55 CS(=O)(=O)Nc1cccc(C2=NN(C(=O)CCC(=O)O)C(c3cccs3)C2)c1 (configuration not stated)

compound no.,51,52,53,54,55
RAD52 inh,-26,-10,18,nt,-8
Cneo AK release,-1,8,-2,1,0
E-selectin induc,-0.1,-0.2,0.0,nt,-1.8
miR-122 sensor,nt,2,-5[16.7 µM],-7,-5
PGC1a acetyl inh,nt,10,-10,-10,-3
RAD54 branch,-9,-2,7,-1,-7
PglD DTNB,-4,-2,-2,-2,2
ERAP1 HTS inh,1,3,-1,nt,-2

Screens from PubChem BioAssay.
